TRHR agonist = qHTS for Small Molecule Agonists and Allosteric Enhancers of Human TRH Receptor: Primary Screen for Agonists; Thyrotropin-releasing hormone receptor (Homo sapiens), P34981; TRHR cells, calcium flux fluo-8, FDSS agonist mode; activation, % at 2 µM; hit rate 0.18% among 360,000; AID 493084, 2011; in the data active = activation above about 30%; also: 0% is about no effect
Target sequence (P34981 whole entry, looked up): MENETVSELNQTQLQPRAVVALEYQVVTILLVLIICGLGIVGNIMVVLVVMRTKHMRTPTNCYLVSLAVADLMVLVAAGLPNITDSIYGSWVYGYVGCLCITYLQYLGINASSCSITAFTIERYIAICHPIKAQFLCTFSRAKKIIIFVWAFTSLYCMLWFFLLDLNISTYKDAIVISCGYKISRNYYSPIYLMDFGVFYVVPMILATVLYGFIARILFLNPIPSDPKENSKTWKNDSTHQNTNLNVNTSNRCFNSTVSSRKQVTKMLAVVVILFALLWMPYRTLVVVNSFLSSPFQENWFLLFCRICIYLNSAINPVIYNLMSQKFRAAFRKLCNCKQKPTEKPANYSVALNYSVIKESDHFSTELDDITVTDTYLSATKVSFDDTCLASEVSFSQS
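Read-out: compound-evoked intracellular calcium rise in TRHR cells, fluo-8 dye, kinetic FDSS fluorescence at 1 s/cycle following a 10-cycle baseline. Cells cultured overnight before dye loading (30 min–1.5 h, RT).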
D1 antag = Antagonist of Human D 1 Dopamine Receptor: qHTS; hit rate 3.2% among 360,000; D(1A) dopamine receptor (Homo sapiens), P21728; AID 504652, 2011; HEK293 TREx D1 cells, calcium flux, dopamine EC80; hits give low values; activity change, negative = inhibition, % at 10 µM; in the data active = activity change below about -30%; also: % is scaled to controls: 0 for no effect and ±100 for the full control effect
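HEK293 T-REx cells expressing inducible, force-coupled D1 receptor; no-wash Ca dye, 30–90 min RT. Cmpd → 180 s read at 1 Hz → EC80 DA → 180 s read.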
TRHR PAM = qHTS for Small Molecule Agonists and Allosteric Enhancers of Human TRH Receptor: Primary Screen for Enhancers | enhancement, % at 2 µM | TRHR cells, fluo-8 calcium fluorescence, EC20 TRH enhancement | Thyrotropin-releasing hormone receptor (Homo sapiens), P34981 | AID 493056, 2011 | hit rate 0.66% among 360,000; in the data active = enhancement above about 30%; also: 0% is about no effect
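TRHR-expressing cells loaded with fluo-8 calcium dye were read kinetically (ex 480/em 530) during compound addition, then stimulated with an EC20 of TRH (10 nM final). Enhancement of the Gq-mediated intracellular calcium response was scored.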
RXFP1 ag = qHTS Assay for Agonists of the Relaxin Receptor RXFP1 | hit rate 0.3% among 370,000 | AID 2676, 2010 | HEK293T-RXFP1 cAMP TR-FRET, 30 min; response scale: percent of porcine relaxin response, buffer zero | Relaxin receptor 1 (Homo sapiens), Q9HBX9 | Potency, µM (doses to about 57.5 µM), without a hit: top-dose activation, most hits filed as activators; also: potency is read from the fitted curve at half-maximal effect; % is scaled to controls: 0 for no effect and ±100 for the full control effect; nearly all actives have a fitted effect of over 60% in size; many of its hits are not listed in these tables
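HEK293 cells stably expressing RXFP1, treated 30 min at 37C with compounds plus PDE4 inhibitor Ro 20174; cAMP measured by HTRF TR-FRET. Normalized to buffer and 29 nM porcine relaxin; EC50 by Hill fit.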
Anesthetic bind = qHTS Assay for Identification of Novel General Anesthetics. AID 485281, 2010. apoferritin/1-aminoanthracene competitive binding, fluorescence. hit rate 0.074% among 350,000. Potency, µM (top dose mostly 77.5 µM), for inactives: at the highest dose activity change, negative = displacement, hits mostly inhibitors; also: potency is read from the fitted curve at half-maximal effect; % is scaled to controls: 0 for no effect and ±100 for the full control effect; nearly all actives have a fitted effect of over 20% in size
Target sequence (P02791 2-175 limits assumed): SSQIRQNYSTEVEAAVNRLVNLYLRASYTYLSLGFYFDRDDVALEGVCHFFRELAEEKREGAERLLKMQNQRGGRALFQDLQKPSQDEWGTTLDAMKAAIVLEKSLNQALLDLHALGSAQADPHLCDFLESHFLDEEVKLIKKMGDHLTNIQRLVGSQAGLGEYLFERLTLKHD
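Probe: 1-aminoanthracene (50% saturated, PBS). Protein: horse-spleen apoferritin, 10 uM. Incubation: 10 min, room temperature. Detection: 380 nm excitation, 535 nm emission. Analysis: normalized response, four-parameter Hill.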
D1 ag = Allosteric Agonists of the Human D1 Dopamine Receptor: qHTS | D(1A) dopamine receptor (Homo sapiens), P21728 | HEK293 T-REx D1 cells, calcium flux, agonist mode | activation, % at 2 µM | hit rate 1% among 360,000; in the data active = activation above about 30%; also: 0% is about no effect
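Tetracycline-induced HEK293 TREx D1 cells, force-coupled to calcium signalling, were dye-loaded with a no-wash calcium kit. Compound was pin-added after a 10 s baseline. Fluorescence was read kinetically at 1 cycle/s for 180 s, with calcium rises flagged as agonism.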
RXFP1 antag = qHTS Assay for Antagonists of the Relaxin Receptor RXFP1 | AID 1259400, 2018 | Relaxin receptor 1 (Homo sapiens), Q9HBX9 | hit rate 0.59% among 350,000 | HEK293-RXFP1, relaxin-stimulated cAMP HTRF, 30 min; hits give low values | activity change, negative = inhibition, % at 57.5 µM;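 active = activity change of -60% or lower, but not beyond a set lower limit; inconclusive = change between -60% and -40%, or beyond the set limit; inactive = change above -40%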; also: % is scaled to controls: 0 for no effect and ±100 for the full control effect
D2 PAM = HTS Assay for Positive Allosteric Modulators of the Human D2 Dopamine Receptor: Primary Screen for Potentiators. D(2) dopamine receptor (Homo sapiens), P14416. HEK293 T-REx D2, calcium flux, EC20 dopamine potentiation. potentiation, % at 10 µM. hit rate 0.34% among 340,000;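 active = potentiation over 3 SD above the plate norm, cut at about 30% in these data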; also: 0% is about no effect
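Potentiation of an EC20 dopamine calcium response is measured in a force-coupled, tetracycline-inducible Hek293 Trex D2 line. Compound-only kinetic reads over 180 s flag agonists before dopamine addition.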
D1 potentiator = Potentiators of Human D1 Dopamine Receptor: qHTS; D(1A) dopamine receptor (Homo sapiens), P21728; HEK293 TREx D1 cells, calcium flux, dopamine EC20 potentiation; potentiation, % at 10 µM; hit rate 0.036% among 360,000; AID 504651, 2011; in the data active = potentiation above about 30%; also: 0% is about no effect
Starred values were filed as active, the others as inactive; ? = inconclusive; . = no result given. Unless noted, calls follow the shape of the dose curve; as a rule, active = well fitted curve in the direction sought with a large enough effect; inconclusive = small, poorly fitted or top-dose-only effect, or another doubt; inactive = no such curve, though single readings can be large; an effect the other way counts as inactive or inconclusive. An excerpt; the hit share may differ from the screen's.

Each structure is followed by: TRHR agonist, D1 antag, TRHR PAM, RXFP1 ag, Anesthetic bind, D1 ag, RXFP1 antag, D2 PAM, D1 potentiator
COc1cc2c(cc1OC)C(c1cccs1)NCC2 (stereo not drawn)
→ 0.1, 6, 4, -0.6%, -6%, 2, -5, 0, 3
CC(=O)n1cc([C@@H]2C=C(C(=O)N3CCN(Cc4ccc5c(c4)OCO5)CC3)O[C@H](OCCCCO)C2)c2ccccc21
→ 0.2, -11, -5, 3.9%, -7%, 5, ., ., -3
O=C(CNC(=O)c1ccccc1Br)N/N=C/c1ccccc1O
→ 0.0, -3, 10, -0.3%, ?, 1, 8, 14, -7
CCOC(=O)C1(C(=O)OCC)C(c2ccccc2)CC(O)N1C(C)=O (stereo not drawn)
→ 0.4, -7, 5, 1.5%, -5%, 2, 2, ., -2
N#Cc1c[nH]n2c(NC3CCCC3)c(-c3cccc(Cl)c3)nc12
→ 0.0, 7, -3, 4.1%, -13%, 7, -3, -7, -1
CC(C)CC(c1nnnn1Cc1cccs1)N1CCN(c2nc3ccccc3s2)CC1 (stereo not drawn)
→ -0.7, -8, 4, -3.0%, -11%, 0, -7, 9, -4
COc1ccc2o/c(=N/NC(=O)c3cccs3)c(C(N)=O)cc2c1
→ 2.6, 2, -4, 0.2%, -17%, 2, 3, -5, -8
COc1cc(C=O)ccc1OCCOCCOc1c(C)cc(Cl)cc1Cl
→ 1.3, 10, -6, 2.7%, ?, 7, -8, 11, 1
CCCCSc1nc(C)cc(C)c1S(=O)(=O)c1ccccc1C
→ 0.3, 8, -3, 2.1%, 5%, 10, -8, -3, 1
COc1ccc(OCc2cc(C(=O)NC(C)c3csc(C)n3)no2)c(Cl)c1 (stereo not drawn)
→ -1.1, 1, -2, 0.2%, ?, 11, 10, 13, -7
CCn1cc(C(=O)NCc2cccnc2)c(=O)c2cc(F)c(N3CCN(C(=O)c4ccco4)CC3)cc21
→ -0.4, ., 4, 4.0%, -17%, 0, -13, ., 0
COc1ccc(C(=O)/C=C/Nc2ccc([N+](=O)[O-])cc2C)cc1OC
→ 1.5, -13, 0, 2.1%, 1%, 5, 7, 0, -9
CCCCn1cnc2c(cnn2-c2ccc(Cl)cc2)c1=O
→ -0.5, 6, 3, 0.6%, 5%, 1, 1, 20, 3
CCCn1c(=N)n(CC(O)c2ccco2)c2ccccc21 (stereo not drawn)
→ 0.0, 2, -1, 1.0%, -11%, 1, -4, -5, -9
COc1ccc(C(=O)OC(C)CN2CCN(C)CC2)cc1OC (stereo not drawn)
→ 0.8, -19, 4, 0.5%, -6%, 1, -1, 3, -2
CC(OC(=O)c1cc(=O)[nH]c2ccccc12)C(=O)NC1CCCC1 (stereo not drawn)
→ -0.5, 18, -2, 4.7%, ., 2, -7, -6, .
COc1ccc(-c2cc(=O)n(-c3nc4ccccc4[nH]3)[nH]2)cc1
→ 3.2, -12, 24, -1.3%, -12%, 3, 22, 17, 6
O=C(Nc1ccc(-c2nc3ccccc3[nH]2)cc1)c1ccccc1NS(=O)(=O)c1ccc(F)cc1
→ -0.4, -19, -3, 4.0%, 2%, 7, ?, -4, -2
Cc1ccc(CS(=O)Cc2ccc(C(=O)NCc3ccc(OC(C)C)cc3)o2)cc1 (stereo not drawn)
→ -0.5, 3, 6, -2.3%, 3%, -1, -38, 14, 2
O=C(NCCc1ccc(Cl)cc1)Nc1cccc(Cl)c1
→ 0.1, -28, -5, 0.2%, -18%, 8, -21, -13, 1
Cc1ccc(Cl)cc1N1CCN(C(=O)C2CCC(=O)N2C(C)C)CC1 (stereo not drawn)
→ 0.0, -10, 1, 1.9%, 6%, 0, ., -3, -4
CC(C)(C)NC(=S)NNC(=O)c1ccc2ncccc2c1
→ 0.6, 8, 4, 1.2%, -10%, 1, 10, -1, 0
O=C(CN(Cc1ccccc1)S(=O)(=O)c1ccc2c(c1)OCCO2)N/N=C/c1ccc(F)cc1
→ 1.0, 3, -2, -0.4%, -16%, 10, -29, ., -8
Cc1ccc(C(=O)OCCn2cc(C#N)c(=O)[nH]c2=O)cc1
→ -0.2, 13, 2, -0.7%, -2%, 3, 1, 3, -1
CCC1(CC)Cc2ccccc2-c2nc3ccccc3c(=O)n21
→ -0.1, 66, -8, 0.7%, -22%, 2, -17, 13, 24
CNc1nc(C)c(C(C)(C)C)s1
→ -0.5, -14, 0, -2.4%, -6%, 3, -1, 8, 1
CCC(C)Nc1nc(OC)nc(N(C)C#N)n1 (stereo not drawn)
→ -2.3, 6, 4, 0.4%, -13%, 2, -3, 1, -5
CC(=O)Nc1c(C)nn(-c2ccccc2)c1N1CCC(C(=O)Nc2ccc(C)cc2Cl)CC1
→ -0.1, 0, -3, 0.7%, 3%, -1, -6, -6, -1
Cc1nn(-c2ccccc2Cl)c2sc(C(=O)Nc3nnc(C4CC4)s3)cc12
→ -0.4, -6, -4, ?, -6%, 3, -13, -1, -3
COc1ccccc1OCCSc1nc2ccccc2n1CC(N)=O
→ -0.9, -3, 6, 3.9%, 6%, 4, 5, -2, 9

Going on with the list:
SMILES	TRHR agonist	D1 antag	TRHR PAM	RXFP1 ag	Anesthetic bind	D1 ag	RXFP1 antag	D2 PAM	D1 potentiator
COc1ccccc1NC(=O)CN1CCOCC1	0.3	9	-1	0.1%	-3%	-3	4	-10	-6
COC(=O)c1cc(NC(=O)C(C)c2ccc(CC(C)C)cc2)ccc1O (stereo not drawn)	1.1	0	6	-0.5%	-22%	8	-39	-3	0
COc1ccc(CNC(=O)CN(C(=O)c2csnn2)c2cccc3c2CCCC3)cc1	-1.9	-9	-5	1.7%	-9%	2	-12	-4	-8
CCc1nonc1NC(=O)COc1ccc(Cl)c(C)c1	-0.6	-13	6	1.8%	2%	7	-1	-1	-2
O=C(C1CCCN(S(=O)(=O)c2cccnc2)C1)N1CCN(c2ccccn2)CC1 (stereo not drawn)	0.7	-1	2	0.1%	-9%	0	-4	-7	5
Cc1c(NC(=O)/C(C#N)=C/c2ccccc2)c(=O)n(-c2ccccc2)n1C	-3.8	-8	0	-4.1%	0%	2	-3	8	6
COc1cccc(NC(=O)c2c(C(=O)Nc3ccccc3)sc3nc(C)cc(=O)n23)c1	-0.3	1	-11	13%	?	4	2	-22	0
Cc1ccc(C)c(N2N=C(C(=O)Nc3ccccc3N3CCOCC3)CCC2=O)c1	0.1	-5	2	1.3%	.	4	-14	-1	.
N#C/C(=C\c1ccccc1Cl)C(=O)NC(=O)Oc1ccccc1	0.1	-4	-6	-2.5%	-19%	1	-10	1	-3
CC1CCN(c2nc(-c3ccco3)c3c(c2C#N)CC(C)(C)OC3)CC1	0.2	1	5	-0.4%	-7%	1	.	3	-3
COc1ccc(S(=O)(=O)N(CC(=O)Nc2cc(C)on2)Cc2ccccc2)cc1	-0.1	-10	-4	2.0%	-21%	5	-2	19	6
CC1CC1C(=O)N1CCN(S(=O)(=O)c2cc(C(F)(F)F)cc(C(F)(F)F)c2)CC1 (stereo not drawn)	-0.4	-8	-2	2.3%	.	6	0	-9	-6
O=C(CCN1C(=O)c2ccccc2Sc2ncccc21)Nc1ccc(F)cc1	-0.2	18	7	-0.4%	7%	2	5	3	3
Cc1cccc(C(=O)Nc2ccc(S(=O)(=O)N(Cc3ccccc3)c3ccccc3)cc2)c1	1.4	-6	0	6.7%	6%	9	-5	5	5

Quoted at random: four entries already listed
SMILES	TRHR agonist	D1 antag	TRHR PAM	RXFP1 ag	Anesthetic bind	D1 ag	RXFP1 antag	D2 PAM	D1 potentiator
CC1CC1C(=O)N1CCN(S(=O)(=O)c2cc(C(F)(F)F)cc(C(F)(F)F)c2)CC1 (stereo not drawn)	-0.4	-8	-2	2.3%	.	6	0	-9	-6
Cc1cccc(C(=O)Nc2ccc(S(=O)(=O)N(Cc3ccccc3)c3ccccc3)cc2)c1	1.4	-6	0	6.7%	6%	9	-5	5	5
COc1ccc(S(=O)(=O)N(CC(=O)Nc2cc(C)on2)Cc2ccccc2)cc1	-0.1	-10	-4	2.0%	-21%	5	-2	19	6
O=C(CCN1C(=O)c2ccccc2Sc2ncccc21)Nc1ccc(F)cc1	-0.2	18	7	-0.4%	7%	2	5	3	3

Compound activity: PubChem BioAssay, National Center for Advancing Translational Sciences (NCATS)
